SW480 rerep: inducers of DNA re-replication in SW480 colon cancer cells. SW480 DNA re-replication, Hoechst DNA content imaging, 48 h. Potency, µM (highest dose often 46.1 µM), for inactives: at the top dose re-replication activation, most hits filed as activators. actives 1.8% (n = 340,000). AID 624297; also: potency is read from the fitted curve at half-maximal effect; % of control where 0% means no effect; nearly all actives have a fitted effect of over 55% in size
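Quantitative HTS format with DMSO vehicle controls; 48 hr drug incubation at 37 C, then 40 min Hoechst staining and scanning imager measurement at 405 nm excitation.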
IL1B secr inh: inflammasome signaling inhibition, IL-1 beta readout; THP-1 LPS/ATP IL-1B secretion, AlphaLISA, 16 h; active compounds read low; activity change, % at 57.5 µM; actives 4.7% (n = 360,000); in the data active = activity change below about -50%; inconclusive = mostly about -30% to -49%; also: % is scaled to controls: 0 for no effect and ±100 for the full control effect
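Secreted IL-1B measured by AlphaLISA bead assay after 16 h compound exposure of THP-1 cells; compounds (final up to 57.5 uM) added 1 h before LPS (250 ng/mL) and ATP (1.25 mM) stimulation; lower signal means less secretion.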
D3 ag: activates the human D3 dopamine receptor | max activation, % | P35462 | actives 0.58% (n = 410,000) | D3R DiscoveRx beta-arrestin cells, luminescence, 90 min; in the data active = max activation above about 30%; also: 0% is about no effect; mostly tested at two doses, the higher about 12 µM
Target sequence (P35462 whole entry, looked up): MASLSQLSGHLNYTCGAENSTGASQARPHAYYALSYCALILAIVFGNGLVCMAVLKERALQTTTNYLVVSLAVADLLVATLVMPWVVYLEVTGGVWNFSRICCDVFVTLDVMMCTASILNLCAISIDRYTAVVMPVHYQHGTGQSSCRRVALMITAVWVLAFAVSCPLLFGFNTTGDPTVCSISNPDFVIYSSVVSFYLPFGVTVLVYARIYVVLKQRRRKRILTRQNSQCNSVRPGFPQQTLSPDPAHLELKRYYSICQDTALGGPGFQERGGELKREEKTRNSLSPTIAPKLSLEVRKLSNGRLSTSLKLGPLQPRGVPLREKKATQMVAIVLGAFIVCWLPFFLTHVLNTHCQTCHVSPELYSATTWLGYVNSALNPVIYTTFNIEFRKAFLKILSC
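Agonist-mode cell screen: cells plated at 1500/well and incubated overnight at 37 °C, then exposed to library compounds for 90 min at 37 °C. Detection reagent was added for 30–60 min at room temperature, and luminescence was read.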
HT1080 IDH1KD tx: kills HT-1080 cells with IDH1 knockdown. actives 2% (n = 360,000). HT-1080 IDH1 knockdown viability, ATP luminescence, 48 h. Potency, µM (series often up to 46.1 µM), for inactives: top-dose activity, negative = toxicity, hits mostly cytotoxic;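 also: potency is read from the fitted curve at half-maximal effect; 0% = DMSO wells and -100% = cell-free medium wells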
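IDH1KD HT-1080 cells, 750/well, RPMI + 5% FBS; compound pinned after 2 h settling; 48 h, 37 °C; CellTiter-Glo luminescence; % activity normalised to DMSO and no-cell wells; curves fitted, classed by r2 and efficacy.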
GLP1R ag: agonists of human GLP-1 receptor | actives 0.007% (n = 380,000) | HEK293 GLP-1R CRE-luciferase, luminescence, 4-6 h; cells express a hypersensitive GLP-1R form | P43220 | Potency, µM (titrated, usually from 45.6 µM), without a hit: at the highest dose activation, hits mostly activators; also: potency is read from the fitted curve at half-maximal effect; % of control where 0% means no effect
Target sequence (P43220 whole entry, looked up): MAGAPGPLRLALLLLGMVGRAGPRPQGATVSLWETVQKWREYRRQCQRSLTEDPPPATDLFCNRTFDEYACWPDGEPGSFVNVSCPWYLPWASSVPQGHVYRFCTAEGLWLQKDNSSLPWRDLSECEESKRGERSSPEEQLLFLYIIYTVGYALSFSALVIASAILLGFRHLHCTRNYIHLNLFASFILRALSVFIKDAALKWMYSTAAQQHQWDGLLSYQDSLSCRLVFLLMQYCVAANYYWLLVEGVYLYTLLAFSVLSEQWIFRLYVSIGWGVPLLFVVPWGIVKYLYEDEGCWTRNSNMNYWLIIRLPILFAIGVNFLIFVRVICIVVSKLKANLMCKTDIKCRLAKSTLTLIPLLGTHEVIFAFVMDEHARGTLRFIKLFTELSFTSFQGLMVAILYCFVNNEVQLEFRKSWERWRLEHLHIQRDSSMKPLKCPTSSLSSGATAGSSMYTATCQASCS
KB-3-1 tox: KB-3-1 parental cell cytotoxicity; actives 1.4% (n = 400,000); KB-3-1 viability, CellTiter-Glo ATP luminescence, 72 h; Potency, µM (doses to about 46.1 µM), without a hit: at the top dose activity change, negative = cytotoxic, hits mostly cytotoxic; AID 1347075; also: potency is read from the fitted curve at half-maximal effect; % is scaled to controls: 0 for no effect and ±100 for the full control effect; nearly all actives have a fitted effect of over 60% in size
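Cells are dispensed, compounds pinned in, plates held at 37 °C for 72 h, then CellTiter-Glo is added and luminescence read after 10 minutes. Cell line: parental KB-3-1 in phenol-red-free DMEM, 10% FBS.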
KB-V1 MDR tox: kills drug-selected multidrug resistant KB-V1 cells; KB-V1 MDR cells viability, CellTiter-Glo, 72 h; Potency, µM (series often up to 46.1 µM), without a hit: top-dose activity change, negative = cytotoxicity, actives largely listed as cytotoxic; actives 3.4% (n = 400,000); also: potency is read from the fitted curve at half-maximal effect; % is scaled to controls: 0 for no effect and ±100 for the full control effect; nearly all actives have a fitted effect of over 60% in size
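In this primary screen, KB-V1 cells overexpressing P-gp are incubated with library compounds (lowest to highest concentration) for 72 h at 37 degrees C before a luminescent ATP viability read.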
D3 antag: D3 dopamine receptor (human) antagonism; P35462; D3R cells, DiscoveRx beta-arrestin luminescence, antagonist mode; active compounds read low; max response, negative = inhibition, %; actives 2.5% (n = 360,000); AID 652054; in the data active = max response below about -50%; inconclusive = no clear call, values can overlap the other calls; also: % is scaled to controls: 0 for no effect and ±100 for the full control effect; mostly tested at two doses, the higher about 12 µM
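Cells plated overnight at 1500 cells/well, then exposed to library compounds with dopamine controls for 90 minutes at 37 degrees C. DiscoveRx reagent added for 30–60 minutes at room temperature; luminescence read, quantitative HTS format.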
HT1080-NT tox: kills 2HG-producing HT-1080-NT fibrosarcoma cells. Potency, µM (highest dose often 46.1 µM), for inactives: top-dose activity, negative = less viability, actives largely listed as cytotoxic. AID 686970. actives 1.6% (n = 360,000). HT-1080-NT fibrosarcoma viability, CellTiter-Glo ATP luminescence, 48 h;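 also: NT is the 2HG producing partner of a matched IDH1 knockdown line; potency is read from the fitted curve at half-maximal effect; 0% = DMSO-treated cells and -100% = media-only wells without cells; nearly all actives have a fitted effect of over 55% in size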
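750 cells/well, RPMI + 5% FBS; 2 h settle, compound pin-transfer, 48 h at 37 degrees C. CellTiter-Glo 10 min RT, luminescence. Normalized to DMSO and media-only wells.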
An asterisk follows results filed as active; ? = inconclusive; / = not tested or not shown; & = joins results of further samples; [ ] = dose if it differs, or a comment. Unless noted, calls follow the shape of the dose curve; as a rule, active = well fitted curve in the direction sought with a large enough effect; inconclusive = small, poorly fitted or top-dose-only effect, or another doubt; inactive = no such curve, though single readings can be large; an effect the other way counts as inactive or inconclusive. An unsorted share of the library (roughly 12% active in at least one column).

SMILES | SW480 rerep | IL1B secr inh | D3 ag | HT1080 IDH1KD tx | GLP1R ag | KB-3-1 tox | KB-V1 MDR tox | D3 antag | HT1080-NT tox
Cc1nn(-c2ccccc2)c(C)c1/C=N/NC(=O)c1cc(C23CC4CC(CC(C4)C2)C3)[nH]n1 | 20% | 29 | -6 | ? | -7% | ? | ? | 8 | ?
CC(C)(C)C1CCC(=O)N(CCC#N)CC1 (stereo not drawn) | -1% | -4 | 0 | 9% | 0% | 0%&0% | 21%&-6% | -29 | 13%
COCCCNC(=O)/C(C#N)=C/c1cccc(NC(=O)c2ccccc2Cl)c1 | 1.6µM* | -103* | -9 | 15µM* | -4% | -13% | ? | -14 | ?
O=C(NCCc1ccc(Cl)cc1)C1CCN(S(=O)(=O)c2ccc(Br)s2)CC1 | 9% | -3 | -27 | -20% | 5% | ? | ? | ? | -11%
Cc1csc(N(C(=O)CCNC(=O)c2ccc([N+](=O)[O-])cc2)c2ccccc2)n1 | -84%[inhibitor] | -3 | -3 | -1% | 5% | -4% | 15% | -1 | 2%
COC(=O)Cn1cc(C(=O)c2cccs2)c2ccccc21 | 0% | 23 | 0 | 9% | 6% | 0% | 7% | -5 | 4%
COc1cc([N+](=O)[O-])ccc1NC(=O)CSc1nccn1C | -31% | -12 | -3 | 1% | -4% | 12% | ? | -13 | 1%
CCOC(=O)C1=C(C)c2ccccc2OC1C(=O)OCC (stereo not drawn) | 1% | 33 | -25 | 9% | 15% | 0% | 0% | 20 | 6%
COc1ccccc1CNC(=O)COC(=O)c1ccc(C)c(S(=O)(=O)N2CCOCC2)c1 | -119% | 8 | 10 | 3% | 2% | 6% | -3% | 11 | 2%
CCc1ccc(CN2CCCC(CNC(=O)c3cc(OC)cc(OC)c3)C2)cc1 (stereo not drawn) | 1% | ? | -17 | -13% | 1% | -2% | 0% | -18 | -27%
Cc1nc2ccc(NC(=O)c3ccco3)cc2nc1C | 3% | 1 | -2 | -1% | -4% | -1% | -11% | -10 | 2%
COC(=O)c1ccc2c(=O)n(CCN3CCOCC3)c(SCC(=O)Nc3ccccc3OC)nc2c1 | / | 25 | -7 | 8% | -4% | -1% | 2% | 1 | 1%
O=C(O)CSc1ccc2nnc(-c3cccnc3)n2n1 | -4% | 9 | 3 | 12% | -4% | -15%&-2% | -11%&18% | 14 | 5%
CCOC(=O)c1c(-c2ccc(C)cc2)csc1NC(=O)c1cc2ccccc2oc1=O | -36% | 7 | 0 | ? | 4% | 12% | 24% | 17 | ?
Cc1ccc(Cn2c(O)c(N=O)c3ccccc32)cc1 | 17% | -88* | 17 | -25% | 20% | 20% | 0% | 3 | -13%
CC(C)CCNC(=O)c1cc2c(s1)-c1ccccc1S(=O)(=O)C2 | -12% | -8 | 0 | 0% | 10% | -1% | -3% | 2 | 0%
N#Cc1ccc(OCC(=O)N2CCN(S(=O)(=O)c3ccc(Cl)s3)CC2)cc1 | -8% | ? | -4 | -11% | 2% | -10% | 3% | -5 | -16%
O=C(Cn1ncc2c(=O)oc3ccccc3c21)NCC1COc2ccccc2O1 (stereo not drawn) | -4% | -10 | -6 | -8% | -5% | 0% | 13% | -10 | -1%
Cc1c(Cl)cccc1NC(=S)N1CCN(Cc2ccc3c(c2)OCO3)CC1 | 16% | 21 | -4 | -1% | 9% | -1% | -10% | 0 | -2%
Cc1cccc(N2C(=O)C3C4C=CC(C4)C3C2=O)c1 (stereo not drawn) | -1% | 12 | 2 | 0% | -7% | 2% | 12% | -1 | 0%
COc1ccccc1CC(=O)Nc1ncc(C)s1 | 2% | 5 | -7 | -2% | -1% | 0% | -3% | -10 | 0%
COc1ccc(OC)c(NC(=O)Nc2cnccn2)c1 | -23% | -9 | 19 | 3% | 18% | -5% | 8% | -3 | 17%
CC(C)c1ccccc1NC(=O)COC(=O)c1ccc(Cl)c(S(=O)(=O)N2CCCCCC2)c1 | -7% | 21 | 6 | 12% | -1% | -1% | 25% | 2 | 4%
Cc1csc(SCc2nnc(-c3ccc(Cl)cc3)o2)n1 | -2% | -9 | 3 | 7% | 0% | 5% | 1% | -9 | 18%
O=C(N/N=C/c1c(Cl)cccc1Cl)c1n[nH]c2c1CCCC2 | -1% | -13 | 2 | -1% | -3% | 3% | 0% | 8 | 10%
COc1ccc(C(=O)Nc2ccc(C3(C#N)CCCC3)cc2)cc1OC | 11% | -55* | -6 | -15% | 13% | -23% | -9% | -15 | ?
COc1ccc(NC(=O)c2cc3c(=O)[nH]c4ccccc4c3n2C)cc1Cl | / | / | -3 | / | 8% | 1% | 0% | / | /
CCC(=O)Nc1nonc1-c1nc2ccccc2n1CC(C)C | 4% | -20 | -5 | 5% | 0% | -2% | -21% | -29 | 6%
CCSc1nc2ccccc2n1CC(=O)N1CCOCC1 | 0% | -16 | 1 | -2% | -1% | 11% | 12% | 0 | -1%
NNC(=O)CCS(=O)(=O)c1ccc2ccccc2c1 | 0% | 17 | 1 | 6% | 3% | 7% | 23% | -13 | 0%
CCN(CC)C(=O)c1c2c(nc3ccccc13)-c1ccccc1CC2 | ? | ? | 0 | ? | 4% | 3% | -12% | -7 | -5%
COc1ccc(-c2ccc(C(=O)NCc3ccc(F)c(F)c3)c3occc23)c(C)c1 | / | -59* | 5 | ? | -3% | 0% | -5% | 0 | ?
CCC(C)NCCOCCOc1ccc(F)cc1 (stereo not drawn) | -1% | -19 | -9 | -3% | 1% | 15% | 13% | -66* | -5%
Cc1nc(C(F)(F)F)ccc1C(=O)N1CCC1(C)C(=O)NS(=O)(=O)c1ccc(F)cc1F (stereo not drawn) | / | 20 | 6 | 28% | 17% | 3% | 5% | 20 | 24%
c1ccn2c(SCc3cn4ccsc4n3)nnc2c1 | -1%[9.22 µM] | 1 | -3 | 0% | -6% | 0% | 3% | 14 | 7%
C[C@@H]1CN([C@@H](C)CO)C(=O)CCCn2cc(nn2)CO[C@H]1CN(C)C(=O)OCc1ccccc1 | / | -2 | -5 | -3% | -3% | 14% | 0% | -12 | -8%
O=C(O)c1c(NC(=O)N2CCCC2)sc2c1CCCC2 | 2% | -4 | 6 | -1% | 9% | 1% | 11% | -2 | 3%
C=CCc1ccc(OCCOc2cccc(/C=N/n3cnnc3)c2)c(OC)c1 | -6% | -10 | 4 | -2% | 1% | -19% | -18% | -3 | 1%
Cc1ccc(OCCC(=O)Nc2ccccc2C(=O)N2CCCCC2)cc1 | -545%[inhibitor] | -2 | -7 | 2% | 8% | 10% | 2% | -17 | 3%
Cc1ccc(C)c(N2CCN(C(=O)CCS(=O)(=O)c3ccc4c(c3)NC(=O)C(C)S4)CC2)c1 (stereo not drawn) | -10% | 22 | 5 | 0% | -8% | ? | ? | 22 | -5%

Looked up one by one from the list above:
SMILES | SW480 rerep | IL1B secr inh | D3 ag | HT1080 IDH1KD tx | GLP1R ag | KB-3-1 tox | KB-V1 MDR tox | D3 antag | HT1080-NT tox
O=C(O)c1c(NC(=O)N2CCCC2)sc2c1CCCC2 | 2% | -4 | 6 | -1% | 9% | 1% | 11% | -2 | 3%
CCC(C)NCCOCCOc1ccc(F)cc1 (stereo not drawn) | -1% | -19 | -9 | -3% | 1% | 15% | 13% | -66* | -5%
Cc1nc(C(F)(F)F)ccc1C(=O)N1CCC1(C)C(=O)NS(=O)(=O)c1ccc(F)cc1F (stereo not drawn) | / | 20 | 6 | 28% | 17% | 3% | 5% | 20 | 24%
COc1ccc(C(=O)Nc2ccc(C3(C#N)CCCC3)cc2)cc1OC | 11% | -55* | -6 | -15% | 13% | -23% | -9% | -15 | ?
Cc1csc(SCc2nnc(-c3ccc(Cl)cc3)o2)n1 | -2% | -9 | 3 | 7% | 0% | 5% | 1% | -9 | 18%
COc1ccc(OC)c(NC(=O)Nc2cnccn2)c1 | -23% | -9 | 19 | 3% | 18% | -5% | 8% | -3 | 17%

Some entries already given, showing only D3 antag.
molecule | D3 antag
N#Cc1ccc(OCC(=O)N2CCN(S(=O)(=O)c3ccc(Cl)s3)CC2)cc1 | -5
COc1ccccc1CC(=O)Nc1ncc(C)s1 | -10

Carrying on.
SMILES | SW480 rerep | IL1B secr inh | D3 ag | HT1080 IDH1KD tx | GLP1R ag | KB-3-1 tox | KB-V1 MDR tox | D3 antag | HT1080-NT tox
CCOC(=O)Cc1nnc(NC(=O)C2CCCCC2)s1 | -3% | 21 | 3 | 1% | 5% | 7% | -2% | 12 | 7%
CCc1n[nH]c(=S)n1/N=C/c1ccc(N(CC)CC)cc1 | -2% | 20 | -6 | -11% | 11% | 9% | ? | 1 | -19%
NC(=O)c1ccsc1NC(=O)COC(=O)Cc1cccc2ccccc12 | -4%[9.22 µM] | 3 | 2 | -20% | -12% | 3% | 5% | -12 | -20%
O=C(CSc1nc2scc(-c3ccccc3)c2c(=O)[nH]1)N1CCOCC1 | -10% | -10 | 3 | 20% | -1% | 0% | 0% | 13 | 9%
COc1cccc(CN2C(=O)c3cccc(N)c3C2=O)c1 | ? | 5 | 0 | -11% | -1% | 2% | -2% | 22 | -6%
COc1ccc(OC)c(S(=O)(=O)N2CCCC(C(=O)NCCN3CCOCC3)C2)c1 (stereo not drawn) | -66%[inhibitor] | 5 | 11 | 5% | 8% | 8% | 8% | 5 | 1%

Screening results deposited in PubChem BioAssay by National Center for Advancing Translational Sciences (NCATS).
